# Screening data: PubChem, several laboratories
# GC-B act: GC-B (human) receptor activation | HEK293-GC-B cells, CNP EC30, cGMP TR-FRET; 0% at EC30 CNP, 100% saturating CNP | activation, % at 10 µM | 370,000 tested, 0.11% active;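 active = activation at 10 µM reaching about 35% in either raw or pattern-adjusted values, limit read from the data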
# ADAM10 inh: ADAM10 inhibition, QFRET primary screen. O14672. recombinant ADAM10, EDANS/DABCYL FRET peptide cleavage, 3 h. inhibition, % at 7 µM. 370,000 tested, 0.62% active. AID 720582;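 active = inhibition above a per-campaign cutoff equal to the mean of compounds falling between control-based bounds plus 3 SD, cut at about 20% in these data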;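 also: 0% = DMSO wells while the 100% control is not disclosed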
# HGIII-sPLA2 inh: Inhibits HGIII-sPLA2 liposome hydrolysis, primary screen | Q9NZ20 | QFRET BODIPY PC-A2 liposome hydrolysis, fluorescence | inhibition, % at 12.2 µM | 370,000 tested, 0.56% active | AID 743126;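 active = inhibition above mean plus 3 SD of compounds lying within the high and low control bounds, cut at about 19% in these data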;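 also: 0% = median of test compound wells and 100% = no enzyme DMSO wells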
# Target sequence (Q9NZ20 whole entry, looked up): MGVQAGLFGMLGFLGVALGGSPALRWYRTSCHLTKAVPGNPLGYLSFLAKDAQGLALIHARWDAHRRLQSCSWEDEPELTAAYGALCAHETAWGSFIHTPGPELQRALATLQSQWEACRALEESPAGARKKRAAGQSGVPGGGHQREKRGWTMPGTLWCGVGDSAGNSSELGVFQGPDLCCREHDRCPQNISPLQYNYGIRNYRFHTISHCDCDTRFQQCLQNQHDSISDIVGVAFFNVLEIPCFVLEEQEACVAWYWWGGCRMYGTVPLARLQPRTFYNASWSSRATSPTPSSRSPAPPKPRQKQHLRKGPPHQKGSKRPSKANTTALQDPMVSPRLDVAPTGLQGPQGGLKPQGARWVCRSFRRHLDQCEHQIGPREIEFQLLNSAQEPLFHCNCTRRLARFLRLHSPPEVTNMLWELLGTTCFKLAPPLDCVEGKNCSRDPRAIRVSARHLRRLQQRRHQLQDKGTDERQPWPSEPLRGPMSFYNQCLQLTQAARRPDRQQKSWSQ
# GC-A act: GC-A (human) enzyme activation; P16066; HEK293 GC-A cells, cGMP TR-FRET, EC30 ANP; 0% at EC30 ANP, 100% saturating ANP; activation, % at 10 µM; 370,000 tested, 0.14% active; AID 1671463; in the data active = activation above about 40%
# ARFGAP1 inhibitor: inhibits rat ARF GTPase activating protein 1; Q62848; Arfgap1-stimulated ARF1 GTP hydrolysis, GDP FP detection; inhibition, % at 16.5 µM; 360,000 tested, 0.26% active; AID 651572;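 active = inhibition above a per-plate limit, mean inhibition of low control wells plus 3 SD, cut at about 25% in these data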;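 also: 0% = DMSO wells with enzyme and 100% = wells lacking Arfgap1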
#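 Assay system: purified rat His6-Arfgap1 residues 1-136 (GAP domain); Reagent: human Δ17 ARF1 bound to GTP; Dosing: 16.5 µM single point, 1.26% DMSO; Times: GTP hydrolysis reaction 2 h at 25 °C; Signal: FP, GDP Alexa 633 tracer displaced from anti-GDP antibody, 620/688 nm; Measure: % inhibition from polarization.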
# ASAP1 GAP inh: blocks human ASAP1-stimulated Arf1 GTP hydrolysis | AID 624377 | 360,000 tested, 0.19% active | Q9ULH1 | inhibition, % at 16.5 µM | GDP FP detection; in the data active = inhibition above about 25%;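 also: 0% = vehicle with enzyme and substrate and 100% = no enzyme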
# FXN GAA850 act: activators of GAA850 frataxin (FXN) promoter; HEK293 lucGAA850 FXN promoter luciferase reporter, 24 h; percent of 10 µM SAHA response; activation, % at 6 µM; 360,000 tested, 0.56% active; AID 540364;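 active = activation above the average of all compounds screened plus 3 SD, cutoff fixed separately per campaign, cut at about 7.5% in these data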;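 also: 0% = DMSO wells and 100% = 10 µM SAHA wells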
# KLK7 zymogen act: activators of human kallikrein-7 zymogen; 370,000 tested, 0.9% active; purified proKLK7, EDANS-DABCYL substrate fluorescence; 100% is mature enzyme control, 0% vehicle; P49862; activation, % at 7 µM; AID 652039;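 active = activation above the mean of all tested compounds plus 3 SD, computed per campaign excluding outliers beyond control limits, cut at about 13% in these data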
# Tn6 DDE FP: DD(E)-Tn6 binding inhibition, primary FP screen | P02675 | Fibrin DD(E) TRITC-Tn6 fluorescence polarization displacement | inhibition, % at 8.3 µM | 370,000 tested, 0.21% active;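 active = inhibition above a per-campaign cutoff: mean of compounds within control limits plus 3 SD, cut at about 15% in these data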;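 also: 0% = median of all compound wells on the plate and 100% = blocking peptide control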
# Target sequence (P02675 whole entry, looked up): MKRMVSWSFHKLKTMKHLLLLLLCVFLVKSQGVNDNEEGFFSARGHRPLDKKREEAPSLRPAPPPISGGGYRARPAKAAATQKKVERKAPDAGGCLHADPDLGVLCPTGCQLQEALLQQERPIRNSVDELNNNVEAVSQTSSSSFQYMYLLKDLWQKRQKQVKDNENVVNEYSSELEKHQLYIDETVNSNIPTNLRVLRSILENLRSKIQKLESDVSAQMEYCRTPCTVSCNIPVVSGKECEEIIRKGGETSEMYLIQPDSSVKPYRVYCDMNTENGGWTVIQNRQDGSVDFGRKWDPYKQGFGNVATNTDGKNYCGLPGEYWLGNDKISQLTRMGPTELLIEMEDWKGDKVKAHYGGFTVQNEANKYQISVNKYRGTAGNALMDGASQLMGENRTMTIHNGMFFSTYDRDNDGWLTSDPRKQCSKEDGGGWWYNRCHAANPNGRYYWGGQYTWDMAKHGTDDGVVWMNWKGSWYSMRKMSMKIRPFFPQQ
# rCAG RNA binder: molecules binding r(CAG) RNA repeats; r(CAG) RNA repeat, TO-PRO-1 dye displacement fluorescence; inhibition, % at 3 µM; 370,000 tested, 1.3% active; AID 651821;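 active = inhibition above the plate cutoff, the mean of all test compounds on that plate plus 3 SD, cut at about 35% in these data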;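 also: 0% = DMSO alone and 100% = 100 µM mitoxantrone as full dye displacement; higher means more dye released from RNA so lower well fluorescence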
# Numbers without * were called inactive; nt = not tested or not shown.
SMILES,GC-B act,ADAM10 inh,HGIII-sPLA2 inh,GC-A act,ARFGAP1 inhibitor,ASAP1 GAP inh,FXN GAA850 act,KLK7 zymogen act,Tn6 DDE FP,rCAG RNA binder
CN1C(C(=O)NCc2ccco2)CC2Cn3c(nc4cc(Cl)c(Cl)cc43)C21 (stereo not drawn),4,0,2,-1,2,0,-0.4,-0.2,-5,4
CC(=O)Nc1ccc(NC(=O)COC(=O)c2ccc([N+](=O)[O-])o2)cc1,0,-6,4,0,-7,9,0.7,-0.2,0,3
Cn1cnc2nc3n(c2c1=O)CCC3,0,-7,3,3,5,5,2.2,-0.1,2,-2
Cc1ccccc1OCC(=O)NC(=S)Nc1cccc2cc(O)ccc12,0,8,-17,2,12,1,0.0,1.6,5,26
COC(=O)c1ccc(NC(=O)C2CCCN2S(=O)(=O)c2ccc(C)cc2)cc1 (stereo not drawn),1,9,-9,3,-4,-10,3.4,0.6,-6,2
Cc1ccccc1Nc1nc(Cl)nc(NC(C)(C)C)n1,-3,-7,14,6,9,10,-0.9,-0.5,-1,-3
Cc1nc(-c2ccc(Cl)cc2)sc1C(=O)NNC(=O)C(C)C,2,2,-5,43*,-7,-4,-0.4,0.2,-1,0
CN(C)S(=O)(=O)c1ccc(-c2ccccc2)cc1,2,-12,1,4,-6,-4,0.0,-0.3,0,0
O=C(c1ccco1)N1CCN(c2ncnc3scc(-c4ccccc4)c23)CC1,-8,4,0,-5,4,-2,2.1,0.0,5,-6
COC(=O)c1[nH]c2cccc(C)c2c1NC(=O)CN1CCCc2ccccc21,-5,-7,4,-1,-6,0,0.8,1.2,0,3
O=C(CCn1c(=S)[nH]c2ccccc2c1=O)NCCc1ccc(Cl)cc1,-4,-5,10,-3,2,-15,0.3,-0.1,7,-2
CCCCS(=O)(=O)Nc1ccc(C(=O)NCC2CCCO2)cc1 (stereo not drawn),3,3,1,-1,-3,5,-1.3,0.0,1,-1
CCOC(=O)/C=C/[C@H]1CC(c2ccccc2)(c2ccccc2)CO1,3,2,2,-3,3,-4,-3.3,0.8,3,-8
CS(=O)(=O)n1nc(-c2ccc(Cl)cc2)nc1N,-1,-2,0,38,-2,1,2.2,0.2,1,2
C=CCN1C(=O)/C(=C\c2cc(Br)c(OCc3ccccn3)c(OC)c2)SC1=S,0,0,-1,2,-7,-2,0.6,0.0,-1,2
COCCNC(=O)C(=O)N/N=C/c1ccccc1C(F)(F)F,-8,3,3,-1,5,7,0.7,-0.1,-5,4
COC(=O)c1[nH]c2cccc(OC)c2c1NC(=O)CN1CCOCC1,-7,-130,-8,0,-6,7,0.5,6.6,-3,0
CC12CC3(C)CC(C)(C1)CC(C(=O)NCc1ccccn1)(C2)C3,5,-7,3,1,3,-1,0.2,0.0,-4,-9
CCc1cc2c(nc1CC)CCCN2S(=O)(=O)c1ccccc1C,2,-3,2,-1,9,-7,nt,0.1,1,1
CCOC(=O)CSc1nc2ccccc2c(=O)n1-c1ccc(C(=O)NCCOC)cc1,1,-6,1,-1,-8,-3,-0.4,-0.2,1,-6
CCCCOc1ccc(C(=O)NCC(=O)NCCOc2ccccc2)cc1,2,-1,5,-1,6,3,1.9,-0.2,-9,-2
CCCCC(CC)CN1C(=O)/C(=C/c2ccncc2)SC1=S (stereo not drawn),-11,2,-5,-16,6,-4,-1.7,-0.2,7,3
CCCc1cnc(N2CCN(S(C)(=O)=O)CC2)nc1,-1,-16,-5,-4,14,-8,3.3,0.8,6,-2
COc1ccc(S(=O)(=O)N/N=C(/C)c2ccc(Cl)cc2)cc1,-3,-10,2,-1,14,5,1.6,0.3,-2,7
CC(C)C(C)NC(=O)CN1C(=O)NC2(CCc3ccccc3C2)C1=O (stereo not drawn),5,0,0,0,-1,4,2.5,0.4,-1,-3

# Reformatted: 12 of the compounds above.
# Value order – GC-B act	ADAM10 inh	HGIII-sPLA2 inh	GC-A act	ARFGAP1 inhibitor	ASAP1 GAP inh	FXN GAA850 act	KLK7 zymogen act	Tn6 DDE FP	rCAG RNA binder
CN1C(C(=O)NCc2ccco2)CC2Cn3c(nc4cc(Cl)c(Cl)cc43)C21 (stereo not drawn)
    4	0	2	-1	2	0	-0.4	-0.2	-5	4
CC(=O)Nc1ccc(NC(=O)COC(=O)c2ccc([N+](=O)[O-])o2)cc1
    0	-6	4	0	-7	9	0.7	-0.2	0	3
Cn1cnc2nc3n(c2c1=O)CCC3
    0	-7	3	3	5	5	2.2	-0.1	2	-2
Cc1ccccc1OCC(=O)NC(=S)Nc1cccc2cc(O)ccc12
    0	8	-17	2	12	1	0.0	1.6	5	26
COC(=O)c1ccc(NC(=O)C2CCCN2S(=O)(=O)c2ccc(C)cc2)cc1 (stereo not drawn)
    1	9	-9	3	-4	-10	3.4	0.6	-6	2
Cc1ccccc1Nc1nc(Cl)nc(NC(C)(C)C)n1
    -3	-7	14	6	9	10	-0.9	-0.5	-1	-3
Cc1nc(-c2ccc(Cl)cc2)sc1C(=O)NNC(=O)C(C)C
    2	2	-5	43*	-7	-4	-0.4	0.2	-1	0
CN(C)S(=O)(=O)c1ccc(-c2ccccc2)cc1
    2	-12	1	4	-6	-4	0.0	-0.3	0	0
O=C(c1ccco1)N1CCN(c2ncnc3scc(-c4ccccc4)c23)CC1
    -8	4	0	-5	4	-2	2.1	0.0	5	-6
COC(=O)c1[nH]c2cccc(C)c2c1NC(=O)CN1CCCc2ccccc21
    -5	-7	4	-1	-6	0	0.8	1.2	0	3
O=C(CCn1c(=S)[nH]c2ccccc2c1=O)NCCc1ccc(Cl)cc1
    -4	-5	10	-3	2	-15	0.3	-0.1	7	-2
CCCCS(=O)(=O)Nc1ccc(C(=O)NCC2CCCO2)cc1 (stereo not drawn)
    3	3	1	-1	-3	5	-1.3	0.0	1	-1

# Following part:
SMILES,GC-B act,ADAM10 inh,HGIII-sPLA2 inh,GC-A act,ARFGAP1 inhibitor,ASAP1 GAP inh,FXN GAA850 act,KLK7 zymogen act,Tn6 DDE FP,rCAG RNA binder
COc1ccccc1CC(=O)Nc1ccc(S(=O)(=O)N2CCCC2)cc1,-1,4,-5,2,9,7,0.0,1.0,0,-2
O=C(Nc1ccc(Cl)c(Cl)c1)N(Cc1cccnc1)Cc1ccco1,-11,5,-20,-7,0,4,-1.7,0.1,-1,-4
CCCC1CCC2(CC1)CCC2OC(=O)Nc1ccc(F)cc1 (stereo not drawn),-2,6,-6,3,nt,nt,nt,nt,5,nt
CCCCn1nnnc1C(c1cccs1)N1CCN(C/C=C/c2ccccc2)CC1 (stereo not drawn),-4,-3,-15,-4,-9,-3,nt,-1.0,-14,1
CCN(CC(=O)Nc1c(F)cccc1F)C(=O)/C=C/c1c(C)nn(-c2ccc(F)cc2)c1C,-1,-2,1,-3,1,-11,1.0,0.1,6,-7
Cc1nn(C)cc1CN(C)C(=O)c1ccc(OC2CCN(Cc3ccccn3)CC2)cc1,2,-7,-5,4,-12,3,0.1,-0.4,3,-8
O=C1c2cccc3cccc(c23)C(=O)N1c1cccc(O)c1,5,-8,0,-1,-5,1,1.6,0.5,-1,5
COc1ccc(N(C(=O)COc2cccc(C)c2)S(=O)(=O)c2ccc(C)cc2)cc1,0,12,-22,0,2,7,1.9,0.3,-1,2
COc1ccc2nc(NC3=NCCC3)sc2c1,-10,-6,-1,-2,6,-3,3.5,0.3,-4,1
Cn1nc(C(=O)NCc2cccs2)c2ccccc2c1=O,-3,12,2,3,14,-14,0.8,-0.1,2,2
Cn1c(-c2ccc(F)cc2)cnc1NCc1cc2c(cc1[N+](=O)[O-])OCO2,-3,-6,-12,-7,-17,-4,-3.3,-1.6,4,1
O=C(N=Nc1c(O)n(Cc2ccccc2)c2ccccc12)c1ccncc1,7,1,11,14,12,-1,3.8,0.7,-8,-3
FC(F)(F)c1nnc2c3ccccc3c(Cl)nn12,1,1,2,3,-7,-2,-1.2,0.3,0,-4
COc1ccc(C(=O)CSc2nnc(CN3CCCCC3)n2-c2ccc(F)cc2)cc1,-11,-3,-39,-8,-6,-8,0.2,0.3,-8,-7
CC(C)c1nc(N2CCCC2)c(C#N)c2c1CCCC2,-4,-2,-7,-8,-2,8,-1.2,0.0,6,-1
COc1ccc(S(=O)(=O)N2CCN(C(=O)[C@@H]3CCCN3C(=O)c3cccs3)CC2)cc1,-3,-15,6,-2,9,1,1.4,-0.2,0,-2
O=C(c1ccc(F)cc1)N1CCN=C1c1ccccc1,-2,-4,8,1,-7,-1,-1.0,-0.2,-4,-1
COc1ccc(CN(C(=O)Cc2cccs2)C(C(=O)NC2CCCC2)c2ccncc2)cc1 (stereo not drawn),-14,-5,7,-15,19,9,1.8,0.7,1,2
CC1CCCCN1S(=O)(=O)c1coc(C(N)=O)c1 (stereo not drawn),3,-8,-1,2,9,6,-2.0,0.0,7,0
Cc1c(Cl)cnc(NC(=O)COC(=O)c2cccc(S(=O)(=O)N3CCc4ccccc4C3)c2)c1Cl,0,1,-3,0,-5,-7,0.9,0.0,4,10
CC1(C)C2CCC1(C)C(OCC[N+](C)(C)CC(=O)OC1CCCCC1)C2 (stereo not drawn),4,-6,-6,5,-12,12,4.5,-0.7,1,1
c1ccc(-c2csc(-n3cnnn3)n2)cc1,-2,-12,-2,4,3,-8,-3.5,-0.1,4,3
C=CCn1c(SC2CCOC2=O)nc2sc(CC)cc2c1=O (stereo not drawn),0,-8,-6,4,12,-1,0.4,0.5,0,-5
O=C1NC[C@@H](CCCCN2C[C@H](Cc3ccccc3)N(CCC3CCCCC3)C(=O)C2=O)N(CCc2ccc(O)cc2)C1=O,0,-4,-19,3,-4,-1,nt,-0.8,7,4
CC(C)(C)OC(=O)Nc1ccc([C@H](NC(=O)OC(C)(C)C)C(=O)OC(C)(C)C)cc1,2,0,2,-3,11,-2,-2.5,0.3,-1,-1
# Remaining list, next part
SMILES,GC-B act,ADAM10 inh,HGIII-sPLA2 inh,GC-A act,ARFGAP1 inhibitor,ASAP1 GAP inh,FXN GAA850 act,KLK7 zymogen act,Tn6 DDE FP,rCAG RNA binder
COc1cc(NS(=O)(=O)c2ccc(NC(=O)C3CCCO3)cc2)nc(OC)n1 (stereo not drawn),-1,3,-1,-1,-3,9,1.1,-0.2,2,4
O=C(COc1cc2oc(=O)cc(-c3ccccc3)c2cc1Cl)NCc1ccccn1,-2,-8,5,-11,6,-4,-1.0,0.1,4,-2
Cc1ccc(-n2c(-c3cnccn3)n[nH]c2=S)cc1,1,2,11,2,20,-2,2.7,0.2,0,1
CC(=O)N/N=C(/c1ccccc1)C(O)c1ccccc1 (stereo not drawn),3,1,-2,0,-8,8,1.4,-0.4,-7,-1
COc1ccccc1OCCn1nnc2ccccc21,-3,13,4,3,4,-2,3.4,0.4,-8,-3
Cc1onc(-c2ccccc2)c1C(=O)N1CCCN2C(=O)c3ccccc3C21 (stereo not drawn),-2,4,4,-2,17,14,0.2,-0.5,5,0
COc1ccccc1CN(C)CC(=O)Nc1ccc(Cl)cc1C(F)(F)F,1,15,4,-4,-2,0,1.3,0.5,8,-3
